Bioassay records: PubChem BioAssay, National Center for Advancing Translational Sciences (NCATS)
GLS inhibitor = inhibitors of human glutaminase (GLS); O94925; GLS enzymatic activity, qHTS titration; Potency, µM (titrated, usually from 45.5 µM), for inactives: at the top dose activity change, negative = inhibition, usual class: inhibitors; 0.21% of 410,000 active; also: % is scaled to controls: 0 for no effect and ±100 for the full control effect
Target sequence (O94925 whole entry, looked up): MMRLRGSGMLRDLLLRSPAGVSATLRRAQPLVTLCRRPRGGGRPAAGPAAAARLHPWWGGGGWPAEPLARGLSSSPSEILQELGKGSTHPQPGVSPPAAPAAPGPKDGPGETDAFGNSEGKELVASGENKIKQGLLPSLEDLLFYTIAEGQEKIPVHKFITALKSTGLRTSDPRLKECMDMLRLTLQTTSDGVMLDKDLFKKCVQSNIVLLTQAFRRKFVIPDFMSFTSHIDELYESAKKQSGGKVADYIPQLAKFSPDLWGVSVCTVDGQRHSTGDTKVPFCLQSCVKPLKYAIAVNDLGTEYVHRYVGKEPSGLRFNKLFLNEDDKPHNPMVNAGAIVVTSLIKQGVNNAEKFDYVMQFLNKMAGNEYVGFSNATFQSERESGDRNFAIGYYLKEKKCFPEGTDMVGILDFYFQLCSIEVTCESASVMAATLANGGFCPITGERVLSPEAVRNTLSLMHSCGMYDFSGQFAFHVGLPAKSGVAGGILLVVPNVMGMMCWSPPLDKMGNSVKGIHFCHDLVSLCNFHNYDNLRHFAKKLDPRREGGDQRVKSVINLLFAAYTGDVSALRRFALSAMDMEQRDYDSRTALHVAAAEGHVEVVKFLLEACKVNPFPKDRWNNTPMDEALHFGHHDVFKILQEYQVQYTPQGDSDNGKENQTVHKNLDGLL
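Compounds were pin-transferred onto hKGA, after which L-glutamine (1 mM solution) and a detection mix of glutamate oxidase, HRP and Amplex Red were added. Initial and 30 min RT fluorescence reads were collected.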
TrxR1 inh = blocks rat thioredoxin reductase 1. AID 588453. O89049. recombinant rTrxR1, NADPH fluorescence consumption, selenite substrate. 1% of 390,000 active. Potency, µM (top dose mostly 114 µM), for inactives: at the top dose activity change, negative = inhibition, usual class: inhibitors; also: % is scaled to controls: 0 for no effect and ±100 for the full control effect; nearly all actives have a fitted effect of over 65% in size
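Rat TrxR1 (90 nM in the dispensed reagent) was pre-reduced with 400 uM NADPH for 5 min at room temperature, then incubated with compound for 15 min. After 400 uM selenite was added, NADPH fluorescence (Ex 340/Em 450 nm) was followed for 8 min.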
RGS4 inhibitor = blocks human RGS4-accelerated GTP hydrolysis. P49798. Transcreener GDP fluorescence polarization, RGS4-accelerated GTP hydrolysis. Potency, µM (top dose mostly 114 µM), for inactives: top-dose activity change, negative = inhibition, most hits filed as inhibitors. 0.039% of 390,000 active; also: % is scaled to controls: 0 for no effect and ±100 for the full control effect; nearly all actives have a fitted effect of over 75% in size; some results filed as inactive show a strong effect at the top dose
Target sequence (P49798 whole entry, looked up): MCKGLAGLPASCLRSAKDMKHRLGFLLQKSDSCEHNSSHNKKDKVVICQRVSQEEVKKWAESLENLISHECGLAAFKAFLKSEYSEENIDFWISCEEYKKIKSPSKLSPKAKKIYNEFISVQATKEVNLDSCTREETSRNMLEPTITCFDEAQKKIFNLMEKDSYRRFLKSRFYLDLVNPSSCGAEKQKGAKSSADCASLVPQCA
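MLSMR compounds (23 nl, pin-transferred) preincubated 10 min at room temperature with a 500nM (2x) first reagent, then RGS4 at 900nM (2x) plus Transcreener GDP mix added; fluorescence polarization (620/688 nm) read before and after 90 min at 30 °C.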
Tb PGK inh = blocks T. brucei phosphoglycerate kinase; 0.043% of 380,000 active; Potency, µM (doses to about 57.5 µM), inactives show top-dose activity change, negative = inhibition, actives largely listed as inhibitors; P07378; AID 602233; PGK/GAPDH coupled, Kinase-Glo luminescence, 60 min; also: % is scaled to controls: 0 for no effect and ±100 for the full control effect; nearly all actives have a fitted effect of over 60% in size
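Recombinant glycosomal PGK reaction used 1,3-bisphosphoglycerate generated in-well by GAPDH (100nM final) in 100mM TEA pH 7.6, 5mM MgCl2, 0.01% Tween-20. After 60 minutes at room temperature, ATP was read by Kinase-Glo Plus luminescence end-point.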
12-LOX inh = blocks human arachidonate 12S-lipoxygenase; purified 12hLO, xylenol orange hydroperoxide absorbance; AID 1671190; 1.1% of 580,000 active; P18054; Potency, µM (highest dose often 108 µM), for the others: top-dose activity change, negative = inhibition, actives largely listed as inhibitors; also: % is scaled to controls: 0 for no effect and ±100 for the full control effect
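Hydroperoxide product was detected by ferrous iron/xylenol orange as the 573 to 405 nm absorbance ratio. Arachidonic acid at 40 uM (final) was turned over for 30 min at room temperature by 150 nM human 12hLO, pH 7.0 Hepes buffer, after 15 min compound preincubation.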
Pin1 inhibitor = blocks the human prolyl isomerase Pin1; Pin1 FP peptide displacement, HiFluor488, 10 min; Potency, µM (titrated, usually from 115 µM), inactives show at the top dose activity, negative = inhibition, hits mostly inhibitors; 0.009% of 390,000 active; active = well fitted inhibition curve with a large enough effect in the polarisation, with a control signal flat, not every such curve was filed as active; inconclusive = small, poorly fitted or top-dose-only effect, or effect the other way, or a change in a side signal; inactive = no such curve, though single readings can be large or run the other way; the % refers to the polarisation; also: % is scaled to controls: 0 for no effect and ±100 for the full control effect
ERG-DNA inh = inhibitors of human ERG Ets domain-DNA interaction | AID 624246 | P11308 | Potency, µM (top dose mostly 76.9 µM), for inactives: at the top dose FP activity, negative = inhibition, hits mostly inhibitors | fluorescence polarization, His-ERG Ets domain / labelled DNA | 0.028% of 370,000 active; active = well fitted inhibition curve with a large enough effect in the polarisation, with a control signal flat; inconclusive = small, poorly fitted or top-dose-only effect, or effect the other way, or a change in a side signal; inactive = no such curve, though single readings can be large or run the other way; the % refers to the polarisation;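 also: polarization taken with two DNA probes labelled with fluorescein and Texas red; % of control where 0% means no effect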
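His-tagged ERG Ets domain (1 uM in the protein solution; 300mM KCl, 50mM Tris-HCl, 1mM EDTA, 1mM DTT, pH 7.5) received compound, then a probe mix of 5 nM fluorescein-DNA and 100nM Texas-615-DNA. Fluorescence polarization was read for both dyes.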
HP1b binding inh = inhibitors of HP1-beta chromodomain binding to methylated histone tails; P83916; AlphaScreen HP1-beta / biotin-H3K9me3 peptide binding; Potency, µM (titrated, usually from 114 µM), inactives show at the top dose activity change, negative = inhibition, most hits filed as inhibitors; 0.56% of 390,000 active; also: nearly all actives have a fitted effect of over 70% in size; inactives centre near 23
Target sequence (P83916 whole entry, looked up): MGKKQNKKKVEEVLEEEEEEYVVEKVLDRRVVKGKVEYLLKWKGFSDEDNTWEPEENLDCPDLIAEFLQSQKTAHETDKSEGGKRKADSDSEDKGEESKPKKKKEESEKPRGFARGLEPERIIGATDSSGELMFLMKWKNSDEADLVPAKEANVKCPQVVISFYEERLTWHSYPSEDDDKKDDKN
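Compound inhibition of the preformed complex between 50 nM HP1-beta and 50 nM biotinylated H3K9me3 peptide was read by AlphaScreen. Buffer was PBS pH 7.4 with 0.01% Tween-20. Incubations ran 30 min at room temperature, with 10 ug/mL donor/acceptor beads.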
JMJD2A Tudor = JMJD2A Tudor domain (human) inhibition. O75164. AlphaScreen JMJD2A-Tudor / H3K4me3 peptide binding. Potency, µM (titrated, usually from 114 µM), inactives show top-dose activity change, negative = inhibition, hits mostly inhibitors. 4.4% of 390,000 active; also: % is scaled to controls: 0 for no effect and ±100 for the full control effect; nearly all actives have a fitted effect of over 50% in size
Active calls of the source: *; i = inactive; ? = inconclusive; nt = not tested or not shown; [ ] = another dose, or the depositor's remark. Unless noted, calls follow the shape of the dose curve; as a rule, active = well fitted curve in the direction sought with a large enough effect; inconclusive = small, poorly fitted or top-dose-only effect, or another doubt; inactive = no such curve, though single readings can be large; an effect the other way counts as inactive or inconclusive. Potency is read from the fitted curve at half-maximal effect. An excerpt; the hit share may differ from the screen's.

SMILES	GLS inhibitor	TrxR1 inh	RGS4 inhibitor	Tb PGK inh	12-LOX inh	Pin1 inhibitor	ERG-DNA inh	HP1b binding inh	JMJD2A Tudor
O=C(CSc1ccc2nnc(-c3ccccn3)n2n1)Nc1ccc(F)cc1	1%	-12%	3%	i	i	-1%	-16%	39%	?
CN(Cc1ccccc1)Cc1c(F)cccc1F	-2%	11%	6%	-2%	?	-1%	-22%	?	7.1µM*
CCOc1ccc(NC(=O)c2nc3nc(C)cc(C(F)F)n3n2)cc1	-4%	16%	11%	-5%	-20%	2%	3%	12%	-16%
O=C(Nc1ccc(C2CCCCC2)cc1)C1CCN(c2ncccn2)CC1	5%	-2%	-3%	-6%	0%	-1%	4%	6%	-20%
Cc1nc(Cl)c(C(=O)NC(=O)Nc2cccc(C(F)(F)F)c2)c(C)c1[N+](=O)[O-]	0%	-8%	-16%	-7%	0%[57.4 µM]	-4%	-2%	13%	-1%
O=C1CC(c2ccc(S(=O)(=O)Nc3cc(C(F)(F)F)cc(C(F)(F)F)c3)cc2)CN1 (stereo unspecified)	8%	13%	-5%	0%	-10%	-5%	-6%	5%	-14%
Cc1nc2ccc(NC(=O)c3nn(CC(C)C)c(=O)c4ccccc34)cc2s1	11%	10%	4%	-9%	3%	60%[activator]	5%	18%	-26%
O=C(CSc1nc2ccccc2[nH]1)Nc1nc(-c2cccc(Br)c2)cs1	8%	2%	-24%	i	?	-4%	7%	21%	-10%
O=S(=O)(c1cccc(COc2c(Cl)cccc2Cl)c1)N1CCOCC1	-1%	0%	-6%	0%	-3%	4%	-1%	70%[activator]	17%
CCn1c(=O)n(CC(=O)N(C)Cc2ccccc2)c(=O)c2ccccc21	7%	22%[57.1 µM]	37%	i	?	7%	-2%	24%	6%
COc1ccc(-c2nc(NC(=O)c3ccc(OCC(=O)N4CCOCC4)c(OC)c3)sc2C)cc1	-2%	22%	-18%	-3%	-11%	4%	3%	-8%	?
Cc1ccccc1-n1nnnc1SCc1ncc(-c2ccccc2)o1	-1%	-51%	-10%[11.4 µM]	-10%	?	17%	-3%	-5%	-17%[57.1 µM]
O=C(COc1ccccc1Cl)Nc1cc(NC(=O)COc2ccccc2Cl)cc(C(=O)O)c1	138%[activator]	13%[57.1 µM]	2%	?	20%	11%	-2%	28%	-17%
N#Cc1c(NC(=O)c2nc3ncccn3n2)sc2c1CCCCC2	3%	13%[57.1 µM]	1%	-4%	-8%	-3%	3%	22%	-12%
COCCN1C(=O)c2oc3cc(C)c(C)cc3c(=O)c2C1c1ccc(O)cc1 (stereo unspecified)	13%	-9%	-2%	0%	-6%	-1%	4%	18%	-8%
Cc1cccc(NC(=O)c2ccc(-n3c(C)nnc3C)cc2)c1	-7%	-6%[57.1 µM]	-27%	-10%	-18%	-3%	-4%	28%[57 µM]	2%
COc1ccc(CNS(=O)(=O)NCc2ccccc2)cc1	-10%	41%	-7%	-13%	-9%	1%	12%	17%	-6%
CC(C)(C)NC(=O)C(c1ccncc1)N(C(=O)c1csnn1)c1cccc2ccccc12 (stereo unspecified)	-27%	16%[57.1 µM]	-6%	-4%	6%	-1%	-11%	14%	-6%
COc1ccc(-c2nc(C)sc2CC(=O)O)cc1OC	-16%	8%	-25%	1%	-8%	-11%	-13%	10%	2%
COC(=O)c1cc2sc(Cl)cc2n1CC(=O)N1CCCc2ccccc21	3%	1%	0%	-1%	nt	3%	nt	11%	-10%

Pulled by compound from the list above, 4 records:
SMILES	GLS inhibitor	TrxR1 inh	RGS4 inhibitor	Tb PGK inh	12-LOX inh	Pin1 inhibitor	ERG-DNA inh	HP1b binding inh	JMJD2A Tudor
Cc1cccc(NC(=O)c2ccc(-n3c(C)nnc3C)cc2)c1	-7%	-6%[57.1 µM]	-27%	-10%	-18%	-3%	-4%	28%[57 µM]	2%
COC(=O)c1cc2sc(Cl)cc2n1CC(=O)N1CCCc2ccccc21	3%	1%	0%	-1%	nt	3%	nt	11%	-10%
N#Cc1c(NC(=O)c2nc3ncccn3n2)sc2c1CCCCC2	3%	13%[57.1 µM]	1%	-4%	-8%	-3%	3%	22%	-12%
COc1ccc(CNS(=O)(=O)NCc2ccccc2)cc1	-10%	41%	-7%	-13%	-9%	1%	12%	17%	-6%

(further entries)
SMILES	GLS inhibitor	TrxR1 inh	RGS4 inhibitor	Tb PGK inh	12-LOX inh	Pin1 inhibitor	ERG-DNA inh	HP1b binding inh	JMJD2A Tudor
Cc1ccc2c(c1)NC(=O)C(CC(=O)O)O2 (stereo unspecified)	-2%	6%[57.1 µM]	-8%	-10%	0%	-2%	-1%	48%[activator]	-18%
CCCCCC(=O)Nc1cc(S(=O)(=O)N2CCCCC2)ccc1N1CCCCC1	4%	12%[57.1 µM]	23%	-12%	14%	6%	2%	4%	-2%
Cc1cc(NS(=O)(=O)c2ccc(NC(=O)COc3ccccc3Cl)cc2)no1	-13%	6%	-5%	-9%	0%	-9%	7%	23%	-20%
Cc1ccc(S(=O)(=O)CCC(=O)OCC(=O)c2c(C)[nH]c3ccccc23)cc1	-2%	1%	-6%	i	2%	-2%	1%	16%	-22%
CCOC(=O)C1CCN(C(=O)CCNS(=O)(=O)c2ccc3c(c2)CCN3C(=O)CC)CC1	-7%	10%	4%	-2%	-2%	-1%	-7%	58%[activator]	2%
CSCCC(NC(=O)C1CCC(C)CC1)C(=O)Nc1ccc(NC(C)=O)cc1 (stereo unspecified)	-13%	9%	-13%	2%	-3%	-4%	-3%	8%	6%
COc1c(F)c(F)c(C(=O)O)c(Nc2ccc(C)cc2)c1F	-1%	3%	-4%	-7%	-6%	-3%	7%	33%[activator]	-4%
Cc1cc(C)nc(NCc2ccc(Cl)cc2)n1	1%	10%[57.1 µM]	0%	-5%	9%	0%	4%	24%	-1%
CCn1cc(Br)c(C(=O)Nc2nccs2)n1	5%	13%	4%	-8%	-5%	0%	-5%	14%	?
CN(c1ccc(C(=O)N2CCN(Cc3ccc4c(c3)OCO4)CC2)cc1)S(C)(=O)=O	0%	19%[11.4 µM]	13%	13%	-5%	-8%	15%	9%	-2%
O=C(C1=C(O)C(=O)N(CCN2CCOCC2)C1c1ccc([N+](=O)[O-])cc1)c1cc2ccccc2o1 (stereo unspecified)	18%	9%	27%	1%	nt	4%	1%	5%	3%
CCN(Cc1ccccc1)C(=O)c1c(C)oc2ncn(C)c(=O)c12	1%	2%	0%	-7%	-21%	-11%	-4%	19%	-10%
Cc1cccc(N2C(=O)c3cccc(Oc4ccc(Cl)cc4)c3C2=O)c1	-6%	18%	9%	-8%	-24%	7%	-4%	55%[activator]	8%
CCCCC1=CC2=C(c3ccco3)C(=O)C(C)(OC(=O)c3ccc(OC)cc3)C(=O)C2=CN1CCc1ccccn1 (stereo unspecified)	21%	?	?	i	-4%	?	-2%	21%	?
O=C1/C(=C\c2ccccn2)SC(=S)N1c1ccc(S(=O)(=O)Nc2nccs2)cc1	4%	3%[57.1 µM]	-29%	-15%	145%[activator]	?	-7%	?	18µM*
Cc1ccccc1N=Cc1cc2c(cc1[N+](=O)[O-])OCO2	28%	-14%	29%	-3%	?	15%	6%	-28%	?
COc1ccc(Cl)cc1NC(=O)c1cc(=O)c2cc(C)cc(C)c2o1	0%	22%	9%	-6%	0%	-5%	2%	54%[activator]	2%
CCc1ccc(C(C(=O)NC2CCCCC2)N(C(=O)c2csnn2)C2CC2)cc1 (stereo unspecified)	-6%	14%	-8%	i	?	2%	2%	12%	1%
CSc1nncn1/N=C/c1cc(Cl)ccc1F	-2%	5%	0%[56.9 µM]	0%	0%	10%	-8%	-12%	-21%[57.1 µM]
CCN1C(=O)[C@@H]2[C@@H](c3ccc(-c4ccc(C(C)=O)cc4)c(OC)c3)N3CCC[C@@]3(C(=O)OC)[C@@H]2C1=O	9%	-2%[57.1 µM]	20%	2%	-21%	1%	-7%	22%	-30%

Copied from the list:
CCCCC1=CC2=C(c3ccco3)C(=O)C(C)(OC(=O)c3ccc(OC)cc3)C(=O)C2=CN1CCc1ccccn1 (stereo unspecified) | 12-LOX inh: -4%
CSc1nncn1/N=C/c1cc(Cl)ccc1F | GLS inhibitor: -2%
O=C1/C(=C\c2ccccn2)SC(=S)N1c1ccc(S(=O)(=O)Nc2nccs2)cc1 | RGS4 inhibitor: -29%
CCc1ccc(C(C(=O)NC2CCCCC2)N(C(=O)c2csnn2)C2CC2)cc1 (stereo unspecified) | Pin1 inhibitor: 2%

The results go on.
SMILES	GLS inhibitor	TrxR1 inh	RGS4 inhibitor	Tb PGK inh	12-LOX inh	Pin1 inhibitor	ERG-DNA inh	HP1b binding inh	JMJD2A Tudor
CC(=O)N1CCc2cc(S(=O)(=O)NC(Cc3ccccc3)C(=O)Nc3cc(C)ccc3C)ccc21 (stereo unspecified)	-3%	11%	3%	-1%	3%	19%	-5%	19%	-27%
COc1ccccc1N1CCN(C(=O)c2cnc(N3CCOCC3)c3ccccc23)CC1	23%	7%[57.1 µM]	0%	15%	-3%	6%	6%	19%[57 µM]	-11%
Cc1cc(Cl)cc(Br)c1OCCCCn1cncn1	1%	2%	-31%	-2%	?	-2%	9%	?	3.5µM*
COc1ccccc1N=c1oc2cc(O)ccc2cc1C(N)=O	-14%	62%[activator]	-25%	-8%	-9%	67%[activator]	-10%	7%	-30%
